POLH inh: DNA polymerase eta (human) inhibition | Q9Y253 | recombinant Pol eta, fluorescent DNA replication assay | Potency, µM (top dose mostly 114 µM), without a hit: top-dose activity change, negative = inhibition, usual class: inhibitors | 1.2% of 390,000 active; also: % is scaled to controls: 0 for no effect and ±100 for the full control effect
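Pol eta at 10 nM preincubated with compounds 15 min at room temperature; reaction started with fluorescent substrate (50 nM final) and read kinetically at 0 and 10 min.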
G9a block: blocks human histone lysine methyltransferase G9a; 8.8% of 350,000 active; Q96KQ7; G9a H3K9 monomethylation, AlphaScreen, 2 h; Potency, µM (highest dose often 102 µM), for the others: top-dose activity, negative = inhibition, hits mostly inhibitors; also: % is scaled to controls: 0 for no effect and ±100 for the full control effect; nearly all actives have a fitted effect of over 75% in size
Target sequence (Q96KQ7 913-1193 limits assumed): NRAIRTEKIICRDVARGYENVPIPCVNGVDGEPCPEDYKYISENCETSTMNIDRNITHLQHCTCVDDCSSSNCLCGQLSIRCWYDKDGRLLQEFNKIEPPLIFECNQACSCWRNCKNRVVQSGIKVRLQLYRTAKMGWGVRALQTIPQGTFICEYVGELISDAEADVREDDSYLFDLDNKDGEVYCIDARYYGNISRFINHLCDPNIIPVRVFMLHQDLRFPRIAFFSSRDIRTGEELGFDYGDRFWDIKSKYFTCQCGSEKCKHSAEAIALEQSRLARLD
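Using a bead-based AlphaScreen, monomethylated H3K9 product from 2 h room-temperature reactions (G9a 20 nM, peptide 500 nM, SAM 20 uM) was detected with 0.5 ug/mL rabbit anti-H3K9me1 antibody.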
JMJD2A Tudor inh: JMJD2A Tudor domain (human) inhibition; O75164; AlphaScreen JMJD2A-Tudor / H3K4me3 peptide binding; Potency, µM (highest dose often 114 µM), inactives show at the highest dose activity change, negative = inhibition, hits mostly inhibitors; 4.4% of 390,000 active; AID 504339; also: % is scaled to controls: 0 for no effect and ±100 for the full control effect; nearly all actives have a fitted effect of over 50% in size
Pol beta inh: inhibitors of human DNA polymerase beta | Pol beta primer extension/strand displacement, fluorescence kinetic | 1.3% of 340,000 active | AID 485314 | Potency, µM (highest dose often 114 µM), without a hit: top-dose activity change, negative = inhibition, hits mostly inhibitors | P06746; also: % is scaled to controls: 0 for no effect and ±100 for the full control effect
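Enzyme-only controls used 10 nM Pol beta; buffer lacking enzyme served as negative control. Compound preincubated 15 min, then 50 nM substrate added; 0 and 10 min reads at room temperature.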
BAZ2B block: BAZ2B (human) inhibition; Potency, µM (series often up to 114 µM), without a hit: at the top dose activity change, negative = inhibition, usual class: inhibitors; AID 504333; 4.4% of 360,000 active; AlphaScreen BAZ2B-H3K14Ac peptide displacement; Q9UIF8; also: % is scaled to controls: 0 for no effect and ±100 for the full control effect; nearly all actives have a fitted effect of over 60% in size
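Multi-concentration screen (max 110 uM) measuring displacement of acetylated histone H3 peptide from BAZ2B by AlphaScreen, using 50 nM protein, 50 nM peptide and 10 ug/mL streptavidin donor plus Ni-chelate acceptor beads.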
APE1 inh: APE1 (human) endonuclease inhibition; 0.35% of 350,000 active; Potency, µM (series often up to 65.8 µM), inactives show top-dose activity change, negative = inhibition, most hits filed as inhibitors; recombinant APE1, TAMRA/BHQ-2 abasic DNA cleavage fluorescence; AID 2517; P27695;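 also: plate controls were vehicle for no effect and reference inhibitor for full effect; nearly all actives have a fitted effect of over 55% in size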
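APE1 at 0.75 nM final was preincubated with compound 15 min at room temperature, then 50 nM double-stranded THF abasic-site substrate (5'-TAMRA/3'-BHQ-2) was added. Fluorescence (ex 525/em 598 nm) was read kinetically; third-minus-first read gave activity.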
BLM helicase inh: inhibitors of human Bloom syndrome helicase BLM. P54132. Potency, µM (highest dose often 56.1 µM), for inactives: at the top dose activity change, negative = inhibition, most hits filed as inhibitors. recombinant BLM DNA unwinding, fluorescence dequenching. 0.2% of 350,000 active. AID 2528;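 also: plate controls were vehicle for no effect and no enzyme for full effect; nearly all actives have a fitted effect of over 35% in size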
Pol kappa inh: inhibitors of human DNA polymerase kappa; AID 588579; 0.53% of 400,000 active; Potency, µM (series often up to 107 µM), without a hit: top-dose activity, negative = inhibition, hits mostly inhibitors; purified Pol kappa, fluorescent DNA synthesis assay, 10 min; Q9UBT6; also: % is scaled to controls: 0 for no effect and ±100 for the full control effect
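Readout: fluorescence, taken kinetically at 0 and 10 min. Conditions: 10 nM Pol kappa, 15 min RT compound preincubation, 50 nM substrate final. Controls: enzyme-free buffer wells.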
Pol iota inh: blocks human DNA polymerase iota activity. Q9UNA4. Pol iota fluorescent replication assay, 10 min. Potency, µM (series often up to 115 µM), for the others: top-dose activity, negative = inhibition, hits mostly inhibitors. 1% of 390,000 active. AID 588590
Target sequence (Q9UNA4 whole entry, looked up): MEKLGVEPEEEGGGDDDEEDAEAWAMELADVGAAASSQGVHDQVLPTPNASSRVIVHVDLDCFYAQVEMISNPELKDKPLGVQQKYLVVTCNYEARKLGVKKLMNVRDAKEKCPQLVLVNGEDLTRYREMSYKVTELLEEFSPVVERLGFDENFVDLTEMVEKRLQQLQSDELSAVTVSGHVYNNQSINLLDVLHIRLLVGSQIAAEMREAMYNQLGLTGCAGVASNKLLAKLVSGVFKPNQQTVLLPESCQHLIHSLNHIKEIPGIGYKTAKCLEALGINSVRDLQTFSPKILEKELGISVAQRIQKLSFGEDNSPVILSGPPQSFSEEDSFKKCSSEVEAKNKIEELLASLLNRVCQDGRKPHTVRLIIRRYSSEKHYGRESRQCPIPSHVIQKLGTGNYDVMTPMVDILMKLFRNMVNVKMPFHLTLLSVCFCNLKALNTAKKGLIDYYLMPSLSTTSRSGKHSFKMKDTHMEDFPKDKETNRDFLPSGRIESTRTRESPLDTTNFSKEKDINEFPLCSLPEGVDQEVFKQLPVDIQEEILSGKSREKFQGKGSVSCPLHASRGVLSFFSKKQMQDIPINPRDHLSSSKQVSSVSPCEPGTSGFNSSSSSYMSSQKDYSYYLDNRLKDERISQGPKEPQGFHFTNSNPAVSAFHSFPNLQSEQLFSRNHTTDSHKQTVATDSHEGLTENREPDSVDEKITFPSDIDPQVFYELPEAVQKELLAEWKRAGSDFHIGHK
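Fluorescent replication assay read twice, at 0 min and 10 min after adding 50 nM (final) substrate. Enzyme (10 nM) and compounds were first incubated 15 min at room temperature; enzyme-free buffer wells were negative controls.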
* marks the source's active call; other numbers are inactive results; ? = inconclusive; . = not tested or not shown; & = joins results of further samples; [ ] = dose if it differs, or a comment. Calls follow the shape of the dose curve; as a rule, active = well fitted curve in the direction sought with a large enough effect; inconclusive = small, poorly fitted or top-dose-only effect, or another doubt; inactive = no such curve, though single readings can be large; an effect the other way counts as inactive or inconclusive. Potency is read from the fitted curve at half-maximal effect.

SMILES	POLH inh	G9a block	JMJD2A Tudor inh	Pol beta inh	BAZ2B block	APE1 inh	BLM helicase inh	Pol kappa inh	Pol iota inh
N=c1c(C(=O)NCc2ccc(F)cc2)cc2c(=O)n3ccccc3nc2n1CCCN1CCOCC1	-9%	2%	-6%	20%	-6%	15%	-7%	4%	-10%
CCCn1c(SCC#N)nc2c(c1=O)C1(CCCC1)Cc1ccccc1-2	-11%	?	3%	10%	3%	-1%	-10%	-8%	2%
CC(C)CCNC(=O)C(c1ccc(O)cc1)N(Cc1ccco1)C(=O)CCC(=O)Nc1nccs1 (stereo not given)	-18%	20%[59 µM]	-8%	1%	-11%	52%[activator][12.4 µM]	-1%	0%	23%
COc1ccc(NC(=O)C2CCCN2C(=O)OCc2ccccc2)cc1 (stereo not given)	-17%	-4%	-7%	-18%	2%	2%	2%	-2%	41%[activator]
Cc1csc(=O)n1CC(=O)OCC(=O)NNC(=O)c1ccc(Cl)cc1	-9%	17%[59 µM]	-12%	.	-6%	12%	.	-14%	1%
COc1ccc(CNC(=O)C(c2cccc(C)c2)N(C(=O)c2csnn2)C2CC2)cc1 (stereo not given)	-16%	1%	-16%	33%	-2%	19%	-2%	2%	165%[activator]
Cc1noc(C)c1C(=O)OCC(=O)Nc1ncc(Cl)c(C)c1Cl	20µM*	.	-27%	.	.	-24%	.	-18%	?
Cc1ccc(N2CC(c3nc4ccccc4[nH]3)CC2=O)c(C)c1 (stereo not given)	1%	6%[59 µM]	-10%	5%	10%	0%	7%	12%	29%
C=CCn1c(=N)n(CC(=O)c2ccc(Br)s2)c2ccccc21	-22%	12%[59 µM]	-20%	11%	-10%	0%	-2%	-14%	-3%
CSC1=N/C(=C\c2ccc(C)o2)C(=O)S1	8%	13µM*	?	?	45µM*	3%	-4%	-30%	0%
COc1ccc(/C=N/NC(=O)c2cccc([N+](=O)[O-])c2)cc1OC	2%	.	-7%	-13%	-15%	-8%	-3%	-6%[60.1 µM]	-13%
O=C(Nc1ccccc1N1CCCC1)C1CC(=O)N(Cc2ccccc2)C1 (stereo not given)	-7%	?	-23%	.	-17%	45%	.	-10%	13%
O=C(CSc1ncccc1C(=O)O)c1cccc(C(F)(F)F)c1	-17%	?	-8%	6%	-12%	-4%	-1%	-1%	106%[activator]
Cc1cccc(-c2nc(CN3CCCC(C(=O)NC4CCCCC4)C3)c(C)o2)c1 (stereo not given)	-14%	48%[59 µM]	-27%	20%	-33%	-2%	-1%	-1%	15%
Cc1c(Cl)ccc(S(=O)(=O)Nc2cccnc2)c1Cl	-5%	11%	-1%	-1%	-2%	24%	1%	3%	10%
CCc1ccc(NC(=O)CS(=O)CC(=O)N2CCN(c3ccccc3F)CC2)cc1 (stereo not given)	-12%	-1%	-16%	-15%	-3%	16%	-2%	-4%	70%[activator]
N=c1oc2ccc(Br)cc2cc1C(=O)NCc1ccccc1	-14%	34%	-17%	2%	-39%	15%	-5%	-8%	19%
O=C(NCc1ccccn1)C1CCCN(S(=O)(=O)c2cccc3nsnc23)C1 (stereo not given)	4%	-10%	4%[11.4 µM]	-4%	15%	8%	0%	-4%	?
CCOc1ccccc1Nc1ncnc2c1cnn2-c1ccccc1	-14%	3%	14%	-8%	12%	-1%	-6%	-6%	-42%
Cn1cnc2c(oc3ccccc32)c1=O	1%	.	-10%	.	.	.	.	-8%	30%[activator]
COc1ccc(N2CCN(C(=O)Cc3noc4ccc(C)cc34)CC2)cc1	0%	-5%[59 µM]	-12%	20%	?	.	0%	6%	-6%
COc1cc2cc(C(=O)N/N=C/c3ccccc3Cl)[nH]c2cc1OC	?	14%	?	?	-17%	-30%	-23%	-20%	12%
CN(CC(=O)Nc1cccc(F)c1)C(=O)/C=C/c1ccc2ccccc2n1	-15%	.	-19%	?	?	-9%	-10%	?	?
C/C(Cn1nc([N+](=O)[O-])cc1C)=N\NC(=O)COc1ccccc1[N+](=O)[O-]	5%	-6%[59 µM]	-13%	-15%	-24%	?	2%	-1%[60.1 µM]	-2%
O=C(Nc1nncs1)C(Sc1ccccc1)c1ccccc1 (stereo not given)	-20%	?	-7%	10%	-4%	15%	5%	-18%	9%
COc1ccc(C(=O)Nc2nc(-c3nnn(-c4cc(OC)ccc4OC)c3C)ns2)cc1	1%	-1%[59 µM]	-16%	-14%	1%	.	-7%	4%	8%
COCCNC(=O)c1ccc(-c2nc(CS(=O)(=O)c3ccccc3)c(C)o2)cc1	5%	-26%[59 µM]	-3%	17%	-4%	.	-3%	0%	-13%
Cc1cc2nc(CSc3ccccc3)cc(=O)n2[nH]1	-1%	34%	?	2%	-8%	-4%	-8%	2%	15%
Cc1ccc(-c2cn3c(=O)cc(C)[nH]c3n2)cc1	3%	2%[12.7 µM]	-5%	-1%	-9%	14%	-1%	-6%	-3%
COc1ccc(OC)c(-n2c(CNC3CCN(Cc4ccccc4)CC3)nc3ccccc3c2=O)c1	-13%	-3%	-34%	0%	8%	-1%	0%	-3%	34%[activator]
O=C(Nc1nnc(S(=O)(=O)N2CCOCC2)s1)c1cccc(Br)c1	8%&6%	-13%	-2%&-28%	23%&1%	-14%[57.1 µM]	43%	-1%&-2%	4%&3%	18%&-20%
COc1ccc(OCCC(=O)NCC23CC4CC(CC(C4)C2)C3)cc1	-17%	6%[59 µM]	-7%	-12%	-10%	-3%	-27%	-7%	-18%
CC1=NC(C(F)(F)F)(C(F)(F)F)C(C#N)=C(C)N1	2%	-29%	-3%	4%	-5%	-3%	-1%	-3%	3%
Cc1ccccc1CSc1nc(C(C)(C)C)cc(=O)[nH]1	-12%	-3%	-7%	0%	-17%	-2%	-3%	-1%	51%[activator]
CC1=CC2=NC(=O)/C(=C\c3cc(C)n(-c4ccccc4F)c3C)C(=N)N2O1	-6%	4%[59 µM]	-15%	9%	-5%	2%	-3%	-3%	158%[activator]
COc1ccc(NC(=O)C(NC(=O)/C=C\c2ccc3c(c2)OCO3)c2ccc(C)cc2)cc1 (stereo not given)	0%	-26%[59 µM]	-17%	2%	-2%	.	0%	-24%	-14%
COc1ccccc1-c1nn(CCC(=O)Nc2cccc(C(C)=O)c2)c2nc(C)cc(C)c12	-11%	0%[59 µM]	-9%	13%	-18%	.	0%	5%	13%
COc1nnc(-c2ccc(N3CCCCC3)c(NC(=O)C3CCCCC3)c2)c2ccccc12	-16%	11%[12.7 µM]	-17%	39%	8%	-5%	-5%	-9%	7%
CC(=O)N1CCC(C(=O)c2ccc(Cl)cc2)CC1	6%	?	3%	-4%	7%	6%	-3%	-5%	-1%
Cc1ccc(C)c(Oc2cc(NN3CCCCC3)c([N+](=O)[O-])cc2[N+](=O)[O-])c1	-2%	7.9µM*	?	34%	?	4%	-2%	3%	9%

Pulled by structure from the entries so far (5):
SMILES	POLH inh	G9a block	JMJD2A Tudor inh	Pol beta inh	BAZ2B block	APE1 inh	BLM helicase inh	Pol kappa inh	Pol iota inh
Cn1cnc2c(oc3ccccc32)c1=O	1%	.	-10%	.	.	.	.	-8%	30%[activator]
O=C(Nc1ccccc1N1CCCC1)C1CC(=O)N(Cc2ccccc2)C1 (stereo not given)	-7%	?	-23%	.	-17%	45%	.	-10%	13%
COc1ccc(NC(=O)C2CCCN2C(=O)OCc2ccccc2)cc1 (stereo not given)	-17%	-4%	-7%	-18%	2%	2%	2%	-2%	41%[activator]
Cc1noc(C)c1C(=O)OCC(=O)Nc1ncc(Cl)c(C)c1Cl	20µM*	.	-27%	.	.	-24%	.	-18%	?
O=C(Nc1nnc(S(=O)(=O)N2CCOCC2)s1)c1cccc(Br)c1	8%&6%	-13%	-2%&-28%	23%&1%	-14%[57.1 µM]	43%	-1%&-2%	4%&3%	18%&-20%

Additional entries
SMILES	POLH inh	G9a block	JMJD2A Tudor inh	Pol beta inh	BAZ2B block	APE1 inh	BLM helicase inh	Pol kappa inh	Pol iota inh
COc1ccc(CNc2ccnc(-c3ccccc3CN(C)C)n2)c(OC)c1	.	9%[0.501 µM]	.	.	.	?	4%	1%[60.1 µM]	.
CCOc1ccccc1NC(=O)NC(=O)N(C)S(C)(=O)=O	-5%	3%	-4%	-17%	-2%	0%	2%	1%	-3%
COc1cnc(-c2ccccc2)nc1OC	-2%	35%	7%	2%	10%	1%	0%	0%	1%
NS(=O)(=O)c1ccc(S(=O)(=O)N2CCCC2)cc1	-11%	?	-10%	11%	2%	15%	-2%	1%	4%
Cc1cccc(C)c1NC(=O)CN(C)C(C)C(=O)NCC(=O)Nc1ccc(F)c(F)c1F (stereo not given)	-3%	1%[0.501 µM]	-15%	.	9%	28%	.	-24%	1%
O=C(NCC1CCCO1)c1c(O)c2cccc3c2n(c1=O)CCC3 (stereo not given)	-15%	7%[59 µM]	-7%	21%	4%	-4%	-1%	-6%	0%
O=C(NCc1nc2ccccc2[nH]1)C1=C[C@H](c2ccc(Br)cc2)C[C@H](OCc2ccc(CO)cc2)O1	-26%	9%[12.7 µM]	-28%	3%	-21%	-4%	-8%	-1%	17%
O=C(/C=C/c1ccccc1)Oc1ccc(C(=S)N2CCOCC2)cc1	10%	-24%	-15%[11.4 µM]	0%	-1%	0%	-12%	-12%	79%[activator]
CC1=C(C(=O)OC(C)(C)C)C(c2ccco2)C(C#N)=C(N)O1 (stereo not given)	-11%	6%[12.7 µM]	-16%	1%	4%	-5%	-8%	-16%	-1%
COc1ccc(NC(=S)N2CCCC2)cc1	-19%	12%[59 µM]	-21%	25%	7%	-4%	-2%	1%	0%
Cc1ccc(-c2sc(C)nc2CC(=O)O)cc1	-5%	1%[2.33 µM]	-10%	8%	2%	?	3%	-25%	-5%
Cc1cc(Sc2nc(N)ncc2[N+](=O)[O-])ncn1	-17%	32µM*	1%	-1%	?	-8%	-16%	-2%	46%[activator]
COc1ccc(C(=O)C(CN2CCOCC2)c2ccccc2)cc1 (stereo not given)	-2%	?	-12%	-1%	6%	3%	-4%	-1%	?
CN1CCN(c2ccc(Cl)cc2NC(=O)c2ccc(=O)n(C)n2)CC1	-8%	?	-26%	25%	-12%	3%	-10%	-2%	73%[activator]
c1ccc(SCc2nc(-c3ccccn3)no2)cc1	-9%	10%[12.7 µM]	-7%	0%	-3%	2%	-3%	-3%	8%
CSC(=CC(=O)c1ccccc1)SC	0%	56%[activator][59 µM]	-11%	45%	-26%	-1%	3%	-1%	7%[58.9 µM]

Compound activity from PubChem.

The list is partial, so the mix of outcomes need not match the whole.
